# Bioassay records: PubChem BioAssay, Sanford-Burnham Center for Chemical Genomics
# EBI2 antag: EBI2 (human) antagonism | P32249 | hit rate 0.81% among 360,000 | inhibition, % at 5 µM | EBI2 beta-arrestin recruitment, luminescence, 7a,25-OHC stimulated; in the data active means inhibition above about 38%;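 further: enzyme fragment complementation signal reports receptor beta-arrestin coupling in cells; 0% = agonist plus DMSO wells and 100% = wells without agonist; some results beyond the cut were filed as inactive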
# Target sequence (P32249 whole entry, looked up, the tested form may be a part): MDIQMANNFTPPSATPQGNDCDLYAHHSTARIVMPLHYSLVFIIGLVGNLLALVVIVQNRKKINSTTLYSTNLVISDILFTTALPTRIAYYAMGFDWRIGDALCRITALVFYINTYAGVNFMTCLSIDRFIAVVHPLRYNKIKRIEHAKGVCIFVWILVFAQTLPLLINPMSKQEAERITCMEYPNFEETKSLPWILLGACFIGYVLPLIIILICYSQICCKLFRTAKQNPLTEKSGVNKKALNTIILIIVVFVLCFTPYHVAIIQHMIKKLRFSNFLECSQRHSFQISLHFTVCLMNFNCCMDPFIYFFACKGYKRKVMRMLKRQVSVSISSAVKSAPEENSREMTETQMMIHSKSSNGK
# MPTP inh: permeability transition pore inhibition; inhibition, % at 10 µM; isolated mouse mitochondria, Ca2+ swelling absorbance, 30 min; hit rate 1.4% among 360,000;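 active means inhibition of 50% or more, scaled per plate between neutral and stimulator controls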;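 further: 0% = DMSO wells given calcium and 100% = 1 mM EGTA wells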
# CXCR6 inh: CXCR6 (human) receptor inhibition. O00574. CHO-K1 PathHunter CXCR6 beta-arrestin, luminescence. inhibition, % at 20 µM. hit rate 0.36% among 360,000. AID 602244; in the data active means inhibition above about 34%, passing the limit was not always enough;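 further: antagonist mode with CXCL16 agonist at 10 nM final; 0% = 10 nM CXCL16 with DMSO and 100% = unstimulated wells without agonist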
# Target sequence (O00574 whole entry, looked up): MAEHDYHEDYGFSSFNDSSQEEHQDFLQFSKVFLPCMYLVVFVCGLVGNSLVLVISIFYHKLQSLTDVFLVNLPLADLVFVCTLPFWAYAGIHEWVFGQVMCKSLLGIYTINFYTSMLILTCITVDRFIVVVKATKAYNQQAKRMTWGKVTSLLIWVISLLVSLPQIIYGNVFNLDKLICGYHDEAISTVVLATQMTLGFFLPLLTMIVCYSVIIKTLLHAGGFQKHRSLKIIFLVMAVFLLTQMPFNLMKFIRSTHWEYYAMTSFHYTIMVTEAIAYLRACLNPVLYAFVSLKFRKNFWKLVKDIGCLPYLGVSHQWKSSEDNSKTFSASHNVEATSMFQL
# * hit, by the source's call. Not all compounds are listed. The share of hits here may be higher or lower than overall.
SMILES,EBI2 antag,MPTP inh,CXCR6 inh
N#Cc1ccccc1S(=O)(=O)NC(=O)[C@H]1O[C@@H](n2cnc3c(N)ncnc32)[C@H](O)[C@@H]1O,-11,0.8,-3
Cc1ccccc1-c1nc(NC(C)C)nc2cc(-c3ccccc3)sc12,25,-0.1,-2
CC(C)C(N)c1csc(NC(=O)Nc2cccc(Cl)c2)n1 (stereo not drawn),2,2.5,-4
O=C(O)c1sc(C(=O)O)c(-c2ccccc2)c1-c1ccccc1,-12,-1.1,-2
COc1ccc2c(CN(Cc3ccccc3)Cc3ccccc3)cc(=O)oc2c1,52*,2.2,6
Cc1ccc(CSc2nnc(-c3ccccn3)n2Cc2cccs2)cc1,10,0.5,8
CCc1nc2ccc(C(=O)N3CCN(S(=O)(=O)CC)CC3)cn2c1N(CC)CCN(C)C,-4,1.3,1
CCOC(=O)c1ccc(NC(=O)c2nc[nH]c2C(=O)N[C@H](C)CO)cc1,-10,1.5,-10
CCOC(=O)[C@]12CCC=C1N(Cc1cccc3ccccc13)C(=O)[C@H](CC(=O)NCc1ccccc1)C2,13,0.0,10
CCCCc1ccc(NC(=O)COC(=O)c2ccc3ncsc3c2)cc1,-3,0.9,1
CCCCC[C@H](C)N1C[C@@H](COCc2ccccc2)Oc2cc(N3CCC[C@H]3COC)ccc2S1(=O)=O,10,2.8,6
C[C@H]1CN([C@@H](C)CO)C(=O)CCCn2nncc2CO[C@@H]1CN(C)Cc1ccncc1,-2,0.3,2
COc1cc(NC(=O)CSc2nnc3ccccn23)cc(OC)c1OC,4,-1.5,-2
CCCS(=O)(=O)NC(=O)C1(C)CCN(C(=O)c2cccnc2Oc2ccccc2)C1 (stereo not drawn),-6,-0.9,0
COc1cccc(C(C)(O)c2nc(-c3cccc4cccnc34)cs2)c1 (stereo not drawn),-1,0.2,-2
O=C1NC[C@H](CCCCN2CCN(CC3CCCCC3)C(=O)C2=O)N(CCC2CCCCC2)C1=O,-9,-0.6,1
CCOC(=O)C1(C)CCN1C(=O)CSc1ccccc1 (stereo not drawn),-15,0.5,4
COc1ccccc1-c1csc(C(O)c2ccc(F)cc2)n1 (stereo not drawn),10,1.2,-2
Cc1ccc(S(=O)(=O)NN=C2CC(C)(C)OC2(C)C)cc1,-6,0.0,-1
COc1ccc(C(=O)N2CCCC(c3cc(C(=O)NCc4ccc(F)cc4)no3)C2)cc1 (stereo not drawn),9,1.2,6
O=C(O)CCCN1C(=O)C2C3CCC(C3)C2C1=O (stereo not drawn),-5,-2.2,1
Cc1ccc(-n2nnnc2CNC(=O)C(=O)c2c[nH]c3ccccc23)cc1C,0,0.8,-5
Cc1cccc(S(=O)(=O)NC(=O)C2(C)CCN2C(=O)C2(c3ccc(Cl)cc3)CC2)c1 (stereo not drawn),-5,0.8,-1
CC(C)C1C(=O)N(Cc2cn(Cc3ccco3)nn2)CCS(=O)(=O)N1Cc1ccc(-c2ccc(F)nc2)cc1 (stereo not drawn),4,-1.3,0
O=C1C=CC(c2c[nH]c3ccccc23)CC1 (stereo not drawn),-2,-1.2,3
# Next results follow:
SMILES,EBI2 antag,MPTP inh,CXCR6 inh
CCc1nc2c(OCc3ccccc3OC)cccn2c1N(C)C(=O)C(C)C,-5,0.1,6
CS(=O)(=O)Nc1cccc(-c2ccc3nncn3c2)c1,-5,-0.2,0
CCCCS(=O)(=O)NC(=O)C1(C)CCN1C(=O)C/C=C/c1ccccc1 (stereo not drawn),6,-1.1,-2
Cc1ccccc1CN(C)C[C@@H]1OCc2cnnn2CCCC(=O)N([C@H](C)CO)C[C@H]1C,3,-0.9,-6
CCCS(=O)(=O)NC(=O)C1(C)CCCN(C(=O)c2ccccc2OC(F)(F)F)C1 (stereo not drawn),3,0.2,11
COc1ccccc1Cn1c(=S)[nH]c2cc(C(=O)N3CCCC(C)C3)ccc2c1=O (stereo not drawn),-7,1.0,8
CCCCCCN1C[C@@H](O)[C@H](n2cc(COC(=O)c3ccccc3)nn2)C[C@@H]1c1ccc(C)cc1,9,-0.2,13
O[C@H]1C[C@H](c2ccccc2)N(Cc2cccs2)C[C@@H]1n1cc(C2CC2)nn1,1,-1.7,2
CC1(C(=O)NS(=O)(=O)c2ccccc2)CCN1C(=O)c1ccccc1CCc1ccccc1 (stereo not drawn),15,0.9,-4
COc1ccccc1Cc1c(-c2ccc(F)cc2)nc2ccc(Cl)cn12,2,0.0,-2
CC(O)(c1ccc(F)c(F)c1)c1nc(-c2cccc3cccnc23)cs1 (stereo not drawn),-4,-0.1,-6
COc1ccc(CC(N)c2csc(NC(=O)c3ccccc3OC)n2)cc1 (stereo not drawn),-4,2.5,-8
COC(=O)c1ccc(COc2cccn3c(N(C)C(=O)CCC4CCCC4)c(C)nc23)cc1,4,1.7,-2
OC(c1cc(Cl)cc(Cl)c1)c1ncc(-c2ccccc2F)[nH]1 (stereo not drawn),5,22,-9
O=C(NCCc1ccccc1)C1Cc2c(-c3ccc4c(c3)OCO4)ccnc2O1 (stereo not drawn),0,0.2,8
OC[C@@H]1CN(Cc2cccc(C(F)(F)F)c2)C[C@H](n2cnc3c(NCc4ccc(F)cc4)ncnc32)O1,9,1.0,-8
CCCC[C@@H]1Cc2[nH][nH]c(=O)c2[C@H](c2cccc3ccccc23)O1,2,1.3,7
O=C(CCCCC(=O)NN=Cc1ccc2c(c1)CCC2)NN=Cc1ccc2c(c1)CCC2,3,-0.1,0
CN(C)c1cccc(CNC(=O)c2csc([C@@H]3O[C@H](CO)[C@H](O)[C@H](O)[C@H]3O)n2)c1,-17,-0.3,2
O=C(NCC(F)(F)F)c1cc2c(c(-c3cccc(-c4ccccc4F)c3)n1)[C@@H](CCO)N(C(=O)CC1CC1)C2,14,-0.3,12
CS(=O)(=O)c1ccc(-c2cc(NC=O)c3ncc(-c4ccc(F)cc4)n3c2)cc1,13,0.9,12
COc1cccc(C(=O)Nc2ccc3nc4n(c(=O)c3c2)CCCCC4)c1,6,-0.5,-5
CC(C)n1nnnc1C1c2ccccc2C(=O)N1CCc1ccc(O)cc1 (stereo not drawn),2,-0.1,-2
CN(C)CCCNc1nc2cc(-c3cccc(C(F)(F)F)c3)sc2c(=O)n1C,-3,0.4,-6
CCCCC[C@@H](C)N1C[C@H](COCc2ccccc2)Oc2cc(N3CC[C@@H](O)C3)ccc2S1(=O)=O,31,3.1,1

# In another format: 6 of the compounds above.
# The line under a structure holds: EBI2 antag	MPTP inh	CXCR6 inh
- CCCS(=O)(=O)NC(=O)C1(C)CCCN(C(=O)c2ccccc2OC(F)(F)F)C1 (stereo not drawn)
  3	0.2	11
- COc1ccccc1Cn1c(=S)[nH]c2cc(C(=O)N3CCCC(C)C3)ccc2c1=O (stereo not drawn)
  -7	1.0	8
- CCCCCCN1C[C@@H](O)[C@H](n2cc(COC(=O)c3ccccc3)nn2)C[C@@H]1c1ccc(C)cc1
  9	-0.2	13
- O[C@H]1C[C@H](c2ccccc2)N(Cc2cccs2)C[C@@H]1n1cc(C2CC2)nn1
  1	-1.7	2
- CC1(C(=O)NS(=O)(=O)c2ccccc2)CCN1C(=O)c1ccccc1CCc1ccccc1 (stereo not drawn)
  15	0.9	-4
- COc1ccccc1Cc1c(-c2ccc(F)cc2)nc2ccc(Cl)cn12
  2	0.0	-2

# Continued:
SMILES,EBI2 antag,MPTP inh,CXCR6 inh
CC1=C(C(=O)N(C)C)CC(CC(=O)NC(c2ccccc2)c2ccccc2)C(=O)N1CCC1=CCCCC1 (stereo not drawn),2,-0.2,11
OC[C@@H]1CN(Cc2ccc(Cl)cc2)C[C@H](n2cnc3c(Nc4ccccc4)ncnc32)O1,10,0.9,-12
CC1=C(C(=O)N(C(C)C)C(C)C)CC(CC(=O)NCCc2ccccn2)C(=O)N1Cc1ccc(F)cc1 (stereo not drawn),-14,-0.1,-2
O=C(NCc1ccccc1C(F)(F)F)c1cccc2c1C(=O)c1ccc(N3CCC(N4CCCCC4)CC3)cc1S2(=O)=O,-7,-2.1,10
CCCCCCCCSC1=CC(=O)C(OC)=C(OC)C1=O,-20,-5.9,39*
c1csc(-c2ccc3nncn3c2)c1,5,0.1,-2
C=CCNc1ncnc2c1ncn2[C@H]1CN(CCOC)C[C@@H](CO)O1,2,-2.3,5
Cc1ccc([C@H]2N[C@]3(CCCN(Cc4ccccc4)C3=O)[C@H]3C(=O)N(C)C(=O)[C@@H]23)cc1,-4,-2.8,8
O=C(CCCn1c(=S)[nH]c2cc3c(cc2c1=O)OCO3)NCCc1ccc(Cl)cc1,-3,-0.2,-10
COC(=O)C1Cc2c([nH]c3ccccc23)C2CCC(=O)N12 (stereo not drawn),-22,0.7,2
COc1cccc(-c2cnc(C(O)c3ccc(Cl)c(F)c3)[nH]2)c1 (stereo not drawn),2,2.6,2
O=C(Cn1cc(COc2ccc(Cl)c(Cl)c2)nn1)NS(=O)(=O)c1ccccc1C(F)(F)F,-4,0.4,1
Nn1cnc2c(ncn2C2OC(CO)C(O)C2O)c1=O (stereo not drawn),4,-2.7,-6
COc1ccc(NC(=O)N(C)C[C@@H]2OCc3cn(nn3)CCCC(=O)N([C@H](C)CO)C[C@H]2C)c(OC)c1,-3,-0.4,6
CCCCNC(=O)C1c2ccccc2OCC(=O)N1CCc1c[nH]c2ccccc12 (stereo not drawn),2,0.5,0
Cc1ccccc1Oc1ccc2c(c1)[C@@H]1C[C@H](N(C)C(=S)Nc3ccc(F)cc3)[C@H]([C@H](C)O)C(=O)N1CC2,-2,-0.1,5
O=C1NC[C@@H](CCCCN2C[C@H](Cc3ccc(O)cc3)N(CC3CCCCC3)C(=O)C2=O)N(CCC2CCCCC2)C1=O,2,-3.3,-9
CN(Cc1cn(Cc2ccc(C(F)(F)F)cc2)nn1)C1CN(Cc2cn(Cc3ccc(C(F)(F)F)cc3)nn2)S(=O)(=O)C1 (stereo not drawn),-3,7.8,-8
COc1ccc(NC(=O)c2cccc3ccccc23)cc1OC,3,-1.3,1
CC(C)C[C@@H]1COc2cccc(N3CCC[C@@H]3CO)c2S(=O)(=O)N1,-7,0.1,-2
Cc1cc(C)cc(CC(=O)N2CCC2(C)C(=O)NS(=O)(=O)c2ccccc2C)c1 (stereo not drawn),-6,0.4,-4
COc1ccc(CN2C(=O)C(CC(=O)NCCCN(C)C)CC(C(=O)N(C(C)C)C(C)C)=C2C)cc1 (stereo not drawn),-12,-0.1,0
C#CCN(C[C@H]1[C@H](OC(=O)NC2CC2)[C@H](OC(=O)NC2CC2)C[C@@H](C(=O)OC)[C@H]1C(=O)OC)S(=O)(=O)c1ccc(C)cc1,-6,-1.9,-5
O[C@@H]1C[C@H](c2ccccc2)N(CC2CCCCC2)C[C@H]1n1cc(C2CC2)nn1,8,-1.0,-1
O=C(NCc1cccnc1)c1cc(C2CCCCN2C(=O)OCc2ccccc2)on1 (stereo not drawn),2,-0.7,5

# Two compounds from above, showing only MPTP inh.
compound	MPTP inh
COc1ccc(NC(=O)c2cccc3ccccc23)cc1OC	-1.3
O=C(NCC(F)(F)F)c1cc2c(c(-c3cccc(-c4ccccc4F)c3)n1)[C@@H](CCO)N(C(=O)CC1CC1)C2	-0.3

# Some of the entries so far, with tabs:
canonical_smiles	EBI2 antag	MPTP inh	CXCR6 inh
C=CCNc1ncnc2c1ncn2[C@H]1CN(CCOC)C[C@@H](CO)O1	2	-2.3	5
Cc1ccc([C@H]2N[C@]3(CCCN(Cc4ccccc4)C3=O)[C@H]3C(=O)N(C)C(=O)[C@@H]23)cc1	-4	-2.8	8
O=C(CCCn1c(=S)[nH]c2cc3c(cc2c1=O)OCO3)NCCc1ccc(Cl)cc1	-3	-0.2	-10
COC(=O)C1Cc2c([nH]c3ccccc23)C2CCC(=O)N12 (stereo not drawn)	-22	0.7	2
COc1cccc(-c2cnc(C(O)c3ccc(Cl)c(F)c3)[nH]2)c1 (stereo not drawn)	2	2.6	2

# Later entries
SMILES,EBI2 antag,MPTP inh,CXCR6 inh
COCCN(CCOC)Cc1cc(=O)oc2cc(C)cc(C)c12,-6,-0.5,-2
CCCC(=O)N1CCC1(C)C(=O)Nc1ccccc1-c1ccccc1 (stereo not drawn),0,0.0,16
Cc1ccc2c(c1)N(Cc1ccccc1)C(=O)C(C)S2 (stereo not drawn),3,0.4,4
COc1ccc(Cl)cc1Cn1c(C)c(C(=O)NCc2cccc(C(F)(F)F)c2)sc1=O,14,0.2,4
CC(C)C(=O)N1CCC1(C)C(=O)NCc1ccc(F)cc1Cl (stereo not drawn),6,-0.6,-7
COCCNC(=O)C1(C)CCCN(C(=O)c2ccccc2F)C1 (stereo not drawn),-6,-0.2,-6
Nc1ccc2c(c1)C(=O)CCC2,-11,-1.7,-4
CSc1ccc(-c2cccc3nncn23)cc1,6,0.7,0
CC(=O)N1CCN(Cc2cc(=O)oc3cc(C)c(C)cc23)CC1,-4,-2.2,3
CC(C)(C)c1ccccc1NC(=O)Nc1nc(C(N)c2ccccc2)cs1 (stereo not drawn),8,3.8,8
CC1(C(=O)NS(=O)(=O)c2ccccc2Cl)CCN1C(=O)C/C=C/c1ccccc1 (stereo not drawn),6,-0.8,-12
COc1ccc(C(c2nnnn2C2CCCCC2)N2CCN(C/C=C/c3ccccc3)CC2)cc1 (stereo not drawn),60*,-0.3,17
Brc1cccc(-c2nc3ccc(Br)cn3c2Cc2ccsc2)c1,-5,-0.5,2
CCc1nc2c(OCc3ccc(C(F)(F)F)cc3)cccn2c1N(C)C(C)=O,9,3.8,0
COc1cccc(CNC(=S)Nc2ccc3c(c2)c(=O)n(C)n3Cc2ccccc2)c1,4,0.6,-4
CCCS(=O)(=O)NC(=O)C1(C)CCCN(C(=O)c2cc(-c3cccs3)oc2C)C1 (stereo not drawn),-16,0.6,4
FC(F)C(F)(F)Oc1cccc(Nc2nccn3c(-c4cccc5cccnc45)cnc23)c1,47*,-0.3,-5
CCC(=O)N1CCCC(C(=O)Nc2nc3ccccc3n2C)CC1 (stereo not drawn),2,-0.8,4
